Compound activity from PubChem.
Tau fluor cs: counter-screen for tau fibril formation inhibitors; tau K18 P301L Alexa594 fluorescence, heparin fibrillization; Potency, µM (doses to about 57.7 µM), inactives show top-dose activity change, negative = decrease; actives 0.93% (n = 280,000); AID 1463; note: % is set by controls: 0 for no effect and ±100 for the full control effect; nearly all actives have a fitted effect of over 55% in size
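Human K18 P301L tau (15 uM unlabeled plus 0.24 uM Alexa 594-labeled, final) in 100 mM sodium acetate pH 7 was mixed with compound and 20 uM heparin and incubated 6 hr at 37 C.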
GAA spleen mod: inhibitors or activators of human alpha-glucosidase in spleen homogenate; P10253; human spleen homogenate, 4-MU-alpha-glucoside fluorescence; Potency, µM (top dose mostly 79.9 µM), without a hit: top-dose activity change, negative = inhibition, actives largely listed as inhibitors; actives 0.006% (n = 240,000);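 note: 0% = enzyme with vehicle and -100% = no enzyme basal signal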
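Compounds were titrated against alpha-glucosidase in spleen homogenate at pH 5.0, with 1 mM 4-methylumbelliferyl substrate for 40 min at 37 C. Reactions were quenched with pH 10 NaOH/glycine and fluorescence measured.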
GAA inhib: blocks human lysosomal alpha-glucosidase. P10253. purified human GAA, 4-MU-alpha-glucoside fluorescence. Potency, µM (highest dose often 76.9 µM), without a hit: at the top dose activity change, negative = inhibition, hits mostly inhibitors. actives 0.005% (n = 200,000);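 note: plate controls were uninhibited enzyme wells for no effect and no-enzyme background for full effect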
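Activity normalized between no-enzyme (basal) and enzyme-only wells. Conditions: 4 nM human enzyme, 400 uM fluorogenic substrate, citrate/phosphate pH 5.0 with Tween-20, 20 min room temperature, compounds up to 77 uM.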
Tau ThT inhib: blocks human tau fibril formation measured by thioflavin T | recombinant tau K18 P301L (four-repeat tau fragment), heparin-induced fibrillization, ThT fluorescence | Potency, µM (titrated, usually from 57.4 µM), for the others: top-dose activity, negative = inhibition, hits mostly inhibitors | actives 2.1% (n = 270,000) | AID 1460; note: % is set by controls: 0 for no effect and ±100 for the full control effect; nearly all actives have a fitted effect of over 55% in size
Target sequence (P10636 561-689 P618L limits assumed): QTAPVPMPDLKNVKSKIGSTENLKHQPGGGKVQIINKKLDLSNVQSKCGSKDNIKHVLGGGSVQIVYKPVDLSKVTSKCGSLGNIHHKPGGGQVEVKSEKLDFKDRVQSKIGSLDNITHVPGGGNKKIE
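Heparin-induced (20 uM) aggregation of recombinant human K18 P301L tau, 15 uM unlabeled with 0.24 uM labeled, pH 7 acetate buffer, 6 hr at 37 C with compound. Fibrils quantified by 30 uM ThT fluorescence after 1 hr ambient incubation.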
Tau FP inhib: tau fibrillization inhibition (FP) | Potency, µM (series often up to 57.7 µM), for inactives: top-dose activity, negative = inhibition, most hits filed as inhibitors | P10636 | actives 0.39% (n = 280,000) | K18 P301L tau heparin fibrillization, Alexa594 FP, 6 h | AID 1468; note: % is set by controls: 0 for no effect and ±100 for the full control effect; nearly all actives have a fitted effect of over 55% in size
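FP of Alexa 594-tau after heparin (20 uM) induction. Substrate: human K18 P301L, 15 uM unlabeled, 0.24 uM labeled. Buffer 100 mM sodium acetate pH 7. 6 hr, 37 C.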
GLA spleen mod: inhibitors or activators of human alpha-galactosidase in spleen homogenate | actives 0.008% (n = 240,000) | AID 2107 | P06280 | Potency, µM (series often up to 80 µM), inactives show top-dose activity change, negative = inhibition, hits mostly inhibitors | human spleen homogenate, 4MU-alpha-Gal fluorescence, 40 min;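 note: 0% = enzyme with vehicle and -100% = no enzyme basal signal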
Target sequence (P06280 32-429 limits assumed): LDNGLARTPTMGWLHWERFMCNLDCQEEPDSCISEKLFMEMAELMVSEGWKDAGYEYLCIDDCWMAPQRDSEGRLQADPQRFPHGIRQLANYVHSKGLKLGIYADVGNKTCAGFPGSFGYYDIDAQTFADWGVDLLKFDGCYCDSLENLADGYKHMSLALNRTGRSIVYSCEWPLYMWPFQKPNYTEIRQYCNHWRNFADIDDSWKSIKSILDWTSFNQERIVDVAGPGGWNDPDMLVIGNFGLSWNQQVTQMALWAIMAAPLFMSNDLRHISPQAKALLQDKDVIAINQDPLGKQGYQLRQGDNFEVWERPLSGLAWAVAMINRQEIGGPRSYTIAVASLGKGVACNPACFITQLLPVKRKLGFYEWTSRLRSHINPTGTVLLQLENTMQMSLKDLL
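qHTS titration in buffer at pH 5.0. Alpha-galactosidase activity in spleen homogenate was measured via 4-methylumbelliferone release from 1 mM fluorogenic substrate after 40 min at 37C and a pH 10 stop. AC50 came from Hill fits of control-normalized data.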
HTT ATP protect: protects HTT-Q103 PC12 cells, measured by ATP | PC12 HTT-Q103 induced, cytoprotection, ATP luminescence, 40 h | Potency, µM (highest dose often 56.4 µM), for inactives: cytoprotection (ATP increase), actives largely listed as activators | actives 0.14% (n = 230,000) | AID 1471;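 note: % of control where 0% means no effect; nearly all actives have a fitted effect of over 45% in size; toxic huntingtin expression switched on by the ecdysone agonist tebufenozide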
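PC12 cells with ecdysone-inducible HTT exon 1 Q103-GFP, induced with 100 nM tebufenozide and co-treated with library compounds in a dose series (1536-well, 1500 cells/well). Cytoprotection read as ATP content by ATPlite luminescence.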
GAA glycogen: GAA glycogen-cleavage inhibition or activation; P10253; recombinant GAA, glycogen substrate, Amplex Red glucose oxidase fluorescence; Potency, µM (top dose mostly 76.4 µM), for inactives: at the top dose activity change, negative = inhibition, usual class: inhibitors; actives 0.38% (n = 300,000);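 note: 0% = full enzyme reaction and -100% = no-enzyme basal signal; the screen sought inhibitors and activators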
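Natural-substrate format: glycogen cleavage by 4 nM human enzyme, glucose read by Amplex Red coupling (Ex 573, Em 610 nm). Normalized to enzyme and no-enzyme controls.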
* hit, by the source's call; ? = inconclusive; . = not tested or not shown; [ ] = another dose, or the depositor's remark. Calls come from the whole dose curve; as a rule, active = well fitted curve in the direction sought with a large enough effect; inconclusive = small, poorly fitted or top-dose-only effect, or another doubt; inactive = no such curve, though single readings can be large; an effect the other way counts as inactive or inconclusive. Potency is the fitted concentration of half-maximal effect.

Keys – A = Tau fluor cs; B = GAA spleen mod; C = GAA inhib; D = Tau ThT inhib; E = Tau FP inhib; F = GLA spleen mod; G = HTT ATP protect; H = GAA glycogen
> CCc1nn(CC(=O)Nc2ccc(N(CC)CC)cc2C)c(=O)c2cc3sccc3n12
  A: -20% | B: . | C: . | D: -15% | E: ? | F: . | G: . | H: 18%[76.3 µM]
> COCCNc1nnc(SCC(=O)c2ccc3c(c2)OCO3)s1
  A: 3% | B: 4% | C: -5% | D: 7% | E: -7% | F: 1% | G: 2% | H: ?
> CN1CCCC(OC(=O)c2cc(Cl)cc(Cl)c2)C1 (stereo unspecified)
  A: -1% | B: -2% | C: -7% | D: -3% | E: 1% | F: -6% | G: 1%[10 µM] | H: 26%
> Cc1ccc(NC(=O)CSc2n[nH]c(C)c2[N+](=O)[O-])cc1C
  A: -10% | B: 0% | C: -2% | D: ? | E: ? | F: 4% | G: 1%[10 µM] | H: 5%
> CCOC(=O)Cn1nnnc1CN(Cc1ccc(OC)cc1)Cc1cc2cc(CC)ccc2[nH]c1=O
  A: -14% | B: -10% | C: -8%[15.4 µM] | D: -9% | E: 5% | F: -1% | G: 15%[10 µM] | H: -8%
> O=C(/C=C/c1ccccc1)NC(=O)c1ccccc1O
  A: ? | B: 4% | C: 1%[15.4 µM] | D: ? | E: 5% | F: 9% | G: 3%[10 µM] | H: -2%
> Cc1cccc(NC(=O)CSc2nc(COc3ccccc3)nc3ccccc23)c1C
  A: 0% | B: -1% | C: 8% | D: -7% | E: 4% | F: 5% | G: -62%[inhibitor] | H: 5%
> COC(=O)c1c(C)cc(OC)cc1O
  A: -6% | B: 2% | C: . | D: 0% | E: -11% | F: 7% | G: . | H: .
> CC(=O)Nc1ccc(S(=O)(=O)n2cnc3ccccc32)cc1
  A: -1% | B: -8% | C: 1% | D: -10% | E: 14% | F: -16% | G: 9% | H: 2%
> Cc1cc(C)nc(N/C(=N\S(=O)(=O)Cc2ccccc2)Nc2ccccc2Br)n1
  A: -20% | B: -2% | C: -4% | D: -12% | E: -1% | F: -3% | G: . | H: 0%
> C#CCSc1nnnn1-c1cccc(Cl)c1
  A: -3% | B: -1% | C: -14% | D: -6% | E: -3% | F: -2% | G: 10%[10 µM] | H: 8%
> CCCc1cc(=O)[nH]c(SCC(=O)N2CCN(S(=O)(=O)c3ccc(C)cc3)C2)n1
  A: -11% | B: -5% | C: -1% | D: -13% | E: -2% | F: -2% | G: -9% | H: -9%
> CCOC(=O)c1cc(-c2cccs2)nc2c1c(C)nn2-c1ccccn1
  A: -11% | B: 9% | C: 14% | D: ? | E: -4% | F: 10% | G: -50%[inhibitor] | H: -2%
> C=CCn1c(SCC(=O)Nc2cc(C)on2)nc2sc(C)c(C)c2c1=O
  A: -1% | B: -1% | C: -4% | D: -6% | E: 7% | F: 3% | G: -12% | H: 2%
> COc1ccc(CNC(=O)c2cc3cc(C)ccc3n2C)cc1
  A: -9% | B: . | C: . | D: -10% | E: -2% | F: . | G: . | H: 12%[76.3 µM]

Single records (already shown). Values in the order: Tau fluor cs, GAA spleen mod, GAA inhib, Tau ThT inhib, Tau FP inhib, GLA spleen mod, HTT ATP protect, GAA glycogen
Cc1ccc(NC(=O)CSc2n[nH]c(C)c2[N+](=O)[O-])cc1C reads -10%, 0%, -2%, ?, ?, 4%, 1%[10 µM], 5%
Cc1cccc(NC(=O)CSc2nc(COc3ccccc3)nc3ccccc23)c1C reads 0%, -1%, 8%, -7%, 4%, 5%, -62%[inhibitor], 5%

(further entries)
Keys – A = Tau fluor cs; B = GAA spleen mod; C = GAA inhib; D = Tau ThT inhib; E = Tau FP inhib; F = GLA spleen mod; G = HTT ATP protect; H = GAA glycogen
> CCC(=O)N1CCC2(CC1)Oc1ccc(Cl)cc1C(=O)C21CC(c2cccnc2)=NO1 (stereo unspecified)
  A: 5% | B: 6% | C: . | D: 2% | E: 0% | F: 8% | G: -5%[10 µM] | H: 5%
> Cc1c(C(=O)Nc2ccccc2)sc2nc(-c3cc4cc(Cl)ccc4oc3=O)[nH]c(=O)c12
  A: 5% | B: . | C: . | D: 0% | E: 5% | F: . | G: . | H: 20%[76.3 µM]
> O=C(NCc1ccc(F)cc1)C1CCN(S(=O)(=O)N2CCCC2)CC1
  A: -6% | B: 4% | C: 5% | D: -9% | E: -2% | F: 1% | G: -20% | H: 8%
> CCCC(=O)C1=C(SCC)CC(C)(C)C(C(=O)OC)C1=O (stereo unspecified)
  A: 2% | B: -3% | C: -4% | D: -9% | E: 3% | F: -2% | G: 2% | H: 0%
> O=c1[nH]c(SCc2ccc(F)cc2)nc2c1cnn2-c1ccc(F)cc1
  A: -9% | B: -5% | C: -8% | D: 2% | E: -14% | F: -5% | G: -2% | H: 11%
> O=c1c(=O)n(O)c2ccccc2n1O
  A: 0% | B: -5% | C: 3% | D: -7% | E: 4% | F: 3% | G: -7%[0.074 µM] | H: 7%
> Cn1c(=O)cc(OCC(=O)N2CCN(c3ccccc3)CC2)c2ccccc21
  A: -4% | B: . | C: . | D: -4% | E: -2% | F: . | G: . | H: -8%[76.3 µM]
> COc1ccc(Cn2nnnc2CN2CCc3ccccc3C2)cc1
  A: -12% | B: -6% | C: 4% | D: -18% | E: -4% | F: 1% | G: 10% | H: -9%
> Cc1ccc(S(=O)(=O)N2CCC(C(=O)NNC(=O)c3ccc(F)cc3)CC2)cc1
  A: -8% | B: -4% | C: -4% | D: -9% | E: -4% | F: -5% | G: -17% | H: 4%
> Cc1ccccc1N(CC(=O)N1CCN(c2ccccc2)CC1)S(C)(=O)=O
  A: -15% | B: -6% | C: -5% | D: -10% | E: -11% | F: -15% | G: 11% | H: -15%
> CCOc1[nH]c(/N=C/c2ccco2)c(C#N)c1C#N
  A: -26% | B: 0% | C: -2% | D: ? | E: ? | F: 2% | G: -5%[0.074 µM] | H: -19%
> C/C(CC(=O)NCc1ccc(F)cc1)=N\NC(N)=S
  A: 1% | B: 2% | C: 1% | D: -5% | E: -1% | F: -3% | G: 6%[10 µM] | H: -12%
> c1ccc(CC(Nc2ccccn2)c2ccccc2)cc1 (stereo unspecified)
  A: -2% | B: -7% | C: -6% | D: 2% | E: -3% | F: 0% | G: -7%[10 µM] | H: -11%
> CN(C)CC1(c2ccccc2)CCCC1
  A: 0% | B: -4% | C: 3% | D: -3% | E: -2% | F: -6% | G: -2%[10 µM] | H: 7%
> O=C(OCC(=O)N1CCN(c2ccccc2)CC1)c1ccc[n+]([O-])c1
  A: 9% | B: 7% | C: -3% | D: 4% | E: 2% | F: -3% | G: -9% | H: -12%

Arranged by the number under GAA spleen mod (falling): 4 of the compounds above.
Compound | GAA spleen mod
C/C(CC(=O)NCc1ccc(F)cc1)=N\NC(N)=S | 2%
CCCC(=O)C1=C(SCC)CC(C)(C)C(C(=O)OC)C1=O (stereo unspecified) | -3%
CN(C)CC1(c2ccccc2)CCCC1 | -4%
O=c1c(=O)n(O)c2ccccc2n1O | -5%

Next part:
Keys – A = Tau fluor cs; B = GAA spleen mod; C = GAA inhib; D = Tau ThT inhib; E = Tau FP inhib; F = GLA spleen mod; G = HTT ATP protect; H = GAA glycogen
> COc1ccc(C(CC(=O)O)NC(=O)c2cc3cc(Br)ccc3oc2=O)cc1OC (stereo unspecified)
  A: -6% | B: 5% | C: -6% | D: -4% | E: -7% | F: 0% | G: -38%[inhibitor] | H: 4%
> Cc1ncoc1C(=O)Nc1nccs1
  A: -12% | B: 3% | C: -6% | D: ? | E: 2% | F: 4% | G: -3%[0.074 µM] | H: -5%
> CN(c1ccccc1)S(=O)(=O)c1ccc(C(=O)Nc2nnc(C3=COCCO3)o2)cc1
  A: -1% | B: 2% | C: -8% | D: -14% | E: 1% | F: -3% | G: -27% | H: -1%
> CCOC(=O)c1cnc(SCC(=O)N2CCOCC2)nc1N
  A: 3%[2.34 µM] | B: 3% | C: -5% | D: -4% | E: -6%[2.34 µM] | F: -1% | G: 8%[10 µM] | H: -6%
> CC(C)C/C(O)=C/c1nc2cc(Cl)ccc2oc1=O
  A: 0% | B: -6% | C: 0% | D: -2% | E: 5% | F: -8% | G: -6%[10 µM] | H: .
> COc1ccc(-c2ccc(-c3noc(-c4ccccc4OC)n3)c(OC)n2)cc1
  A: -17% | B: 2% | C: ? | D: ? | E: -10% | F: 16% | G: 12%[10 µM] | H: 2%
> Cc1cc2ccc(=O)oc2cc1OC[C@@H](O)C(C)(C)O
  A: 4% | B: ? | C: . | D: -2% | E: 4% | F: ? | G: 26%[1.9 µM] | H: .
> O=c1c(Cc2ccccc2)c(O)ccn1Cc1ccco1
  A: 4% | B: -16% | C: 7% | D: 0% | E: 7% | F: 8% | G: -14% | H: -9%
> CCOc1ccc(Nc2oc(/C=C/c3cc(OC)c(OC)c(OC)c3)nc2C#N)cc1
  A: ? | B: . | C: . | D: ? | E: 10% | F: . | G: . | H: -29%[76.3 µM]
> Cc1ccc(NC(=O)c2sc(Cl)nc2-c2ccccc2)cc1
  A: -21% | B: -6% | C: 2% | D: -11% | E: -4% | F: 12% | G: 12% | H: -1%
> COc1ccccc1-c1nc2n(n1)C(c1ccccc1Cl)C(C(=O)Nc1cccnc1)=C(C)N2 (stereo unspecified)
  A: -17% | B: . | C: . | D: -7% | E: -11% | F: . | G: . | H: 3%[76.3 µM]
> COc1ccc(CN(Cc2ccccn2)C(=O)CN2C(=O)COc3ccccc32)cc1
  A: -8% | B: 5% | C: 1% | D: -6% | E: 4% | F: 7% | G: -19% | H: 4%
> CCOc1nc(C#N)nc(N2CCCCC2)n1
  A: -7% | B: -5% | C: ? | D: -5% | E: -4% | F: 8% | G: -31%[10 µM] | H: 3%
> Cc1nnc(SCc2nc3ccccc3s2)n1N
  A: 0% | B: -2% | C: -3% | D: -11% | E: -3% | F: 10% | G: -32%[inhibitor] | H: 4%
> CC1=CCC2C(=O)N(c3ccc(N4CCOCC4)cc3)C(=O)C2C1 (stereo unspecified)
  A: 6% | B: 18% | C: . | D: . | E: 4% | F: 9% | G: 1%[10 µM] | H: 2%
> COCCNC(=O)CCCn1c(=O)[nH]c2ccsc2c1=O
  A: -12% | B: . | C: . | D: -5% | E: -14% | F: . | G: . | H: -6%[76.3 µM]
> COc1cc(OC)cc(C(=O)Nc2ccc3c(c2)CCCN3C(=O)c2cccs2)c1
  A: -18% | B: . | C: . | D: -4% | E: 4% | F: . | G: . | H: -13%[76.3 µM]
